# S3 lipid droplet = qHTS Assay for Lipid Storage Modulators in Drosophila S3 Cells | hit rate 0.64% among 320,000 | lipid storage change, negative = inhibition, % at the top dose, mostly 46.1 µM; hits show Potency in µM | Drosophila S3 cells, BODIPY lipid droplet fluorescence, 18-24 h; cells fed with added oleic acid; active means well fitted inhibition curve with a large enough effect in the signal ratio, with a control signal flat, not every such curve was filed as active; inconclusive means small, poorly fitted or top-dose-only effect, or effect the other way, or a change in a side signal; the % refers to the signal ratio
#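 Drosophila S3 cells got compounds at several concentrations plus oleic acid (400 uM solution). Laser-scanning cytometry with 488 nm excitation read lipid droplets at 500-530 nm and cells at 575-640 nm. Percent activity was relative to 20 uM Triacsin C.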
# S3 lipid droplet cell count max = further read-out of S3 lipid droplet, marked with its call; cell number change, %; measured here: cell count max response;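 cells counted by Cell Tracker Red CMTPX staining in the red channel; peak over a dose series mostly up to 46.1 µM; percent activity relative to internal control wells on each plate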
# Starred values were filed as active, the others as inactive; i = inactive; ? = inconclusive; · = no result given. On the % scale 0 is the no-effect control and ±100 the full control effect; potency means the concentration at half of the fitted maximal effect. These rows are one share of the data; count on the stated rates, not on these rows.
S3 lipid droplet | S3 lipid droplet cell count max | Molecule
? | · | COc1ccc(CCN(C)C(=O)c2ccc(COc3ccccc3)o2)cc1OC
-24% | 11 | COc1cccc(CN(C)C(=O)CCc2nnc(-c3ccsc3)o2)c1
? | · | CC(C)c1ccc(NC(=O)COc2ccc(S(=O)(=O)N3CCOCC3)cc2)cc1
? | · | COc1ccc(N(CC(=O)NCCC2=CCCCC2)S(=O)(=O)c2ccccc2)cc1OC
? | · | CCOC(=O)C(NC(C)=O)C(OC(C)=O)c1cccc(N(CCO)CCO)c1 (stereo not given)
? | · | CCC(C)N(C(=O)COC(=O)/C=C/c1ccc(O)c(OC)c1)C1CCS(=O)(=O)C1 (stereo not given)
7% | -17 | O=C(Nc1cccc(F)c1)N(Cc1ccc(Cl)cc1)CC(O)C(F)(F)F (stereo not given)
5% | 9 | COc1ccc2nc(C)c(C(N)=O)cc2c1
? | · | COC(=O)[C@]1(Cc2ccccc2)N[C@H](c2ccc(-c3ccc4c(c3)OCO4)cc2)[C@@H]2C(=O)N(C)C(=O)[C@@H]21
? | · | CC1(C)CC(=O)C(Sc2ccccc2C(=O)O)=C(O)C1
12% | -17 | O=C(O)c1cc2c(s1)-c1ccccc1OC2
? | · | CCOC(=O)c1cc(NC(=O)Nc2ccccc2Cl)c(C)nc1C
? | · | O=C(Nc1ccc(Cl)c(Cl)c1)N1CC=C(c2ccccc2)CC1
i | -10 | Cc1cc(C)c(C#N)c(Nc2ccc(F)cc2)n1
i | -8 | CC(C)N1CCN(C(=O)C2CCC(=O)N(CCc3cccc(F)c3)C2)CC1 (stereo not given)
-9% | -6 | COC(=O)c1ccc2ccn(CC(=O)NC3CCCCC3)c2c1
-30% | 8 | Cc1ccc(NC(=O)c2c(C(F)(F)F)nn(C)c2SCc2cccc(C(F)(F)F)c2)cc1C
10% | -18 | CN(C)S(=O)(=O)c1cccc(C(=O)OCC(=O)Nc2sccc2C(N)=O)c1
-1% | · | C/C(=N\Nc1cccc2cccnc12)c1ccc[nH]1
27% | -8 | COc1cccc(CN(C)C(=O)c2ccc(S(=O)(=O)N3CCCC3)cc2)c1OC
12% | · | CCSc1nnc(NC(=O)Cc2cc(OC)c(OC)c(OC)c2)s1
? | · | CCC(=O)N1CCCc2cc(S(=O)(=O)N3CCN(C4CCCCC4)CC3)ccc21
? | · | COc1cc2c(c(OC)c1OC)CCc1cnoc1-2
? | · | CCCCCc1ccc(C(=O)CCC(=O)OCC(=O)N(CC)c2c(N)n(Cc3ccccc3)c(=O)[nH]c2=O)cc1

# A second format for some results above:
compound	S3 lipid droplet	S3 lipid droplet cell count max
CN(C)S(=O)(=O)c1cccc(C(=O)OCC(=O)Nc2sccc2C(N)=O)c1	10%	-18
COc1cccc(CN(C)C(=O)c2ccc(S(=O)(=O)N3CCCC3)cc2)c1OC	27%	-8

# Additional structures
S3 lipid droplet | S3 lipid droplet cell count max | Molecule
-21% | · | CCS(=O)(=O)c1nc(S(=O)(=O)c2ccc(C)cc2)c(NCCN2CCOCC2)s1
? | · | COc1ccc(Cl)cc1C(=O)OCC(=O)NC(=O)c1cccn1C
? | · | Cc1ccc2c(CC(=O)N3CCN(S(=O)(=O)c4ccc5c(c4)OCCO5)CC3)coc2c1
? | · | O=C(Nc1cc(F)c(Br)cc1F)c1ccc(Cl)cc1
? | · | Cc1cccc(/C=N/NC(=O)c2ccccc2OCc2cccc(Br)c2)n1
0% | 5 | Cc1ccc(C(=O)N2CCC(C(=O)c3ccc(Cl)cc3)CC2)cc1
18% | 8 | CCN1CCn2c3c(c4cccc(C)c42)CCCC31 (stereo not given)
? | · | NC(=O)c1ccc(NC(=O)COC(=O)CC(NC(=O)c2ccccc2Cl)c2ccccc2)cc1 (stereo not given)
12% | -5 | O=C(CSc1nc2ccccc2n1Cc1ccccc1Cl)N/N=C/c1ccccc1C(=O)O
? | · | CCCCn1c(N)c(N(CC)C(=O)C2CCN(C(=O)c3ccccc3C)CC2)c(=O)[nH]c1=O
13% | 3 | COc1ccc(CCN2C(=O)CC(N3CCOCC3)C2=O)cc1OC (stereo not given)
-5% | -6 | COC(=O)c1cc(NC(=O)COC(=O)C2CCC2)cc(C(=O)OC)c1
i | -2 | COc1cccc(/C=C(\C#N)c2nc3ccc(C)cc3[nH]2)c1OCC(=O)O
25% | -6 | COC(=O)CSc1nc(N)c(C#N)c(C(C)C)c1C#N
? | · | COc1ccc(C)cc1S(=O)(=O)N1c2ccccc2CC1C (stereo not given)
? | · | C=CCOCCn1[nH]c2ccccc2c1=O
9% | -25 | COc1ccc(CCNC(=O)CSc2nnc(-c3ccc(F)cc3)o2)cc1OC
? | · | Cc1c(C(=O)O)sc(S(=O)(=O)N2CCN(C(=O)Cc3ccccc3)CC2)c1C(=O)O
? | · | COc1ccc(C)cc1S(=O)(=O)Nc1cc2c3c(c1)CC(=O)N3CCC2
? | · | COc1ccccc1CN(C)C(=O)c1cccc(S(=O)(=O)N2CCCC2)c1
? | · | Cc1cc(C)nc(N/C(=N/S(=O)(=O)Cc2ccccc2)Nc2ccccc2)n1
25% | 12 | Cc1c(F)cccc1NS(=O)(=O)c1ccccc1C#N
-2% | -3 | C[N+]1=C2CCCCCN2C(O)(c2ccccc2)C1 (stereo not given)
1% | 2 | Cc1noc(C)c1-c1nc(CS(=O)(=O)c2ccc(Cl)cc2)no1
? | · | COc1ccc(C2CC(C(F)(F)F)n3nc(C(N)=O)c(Cl)c3N2)cc1OC (stereo not given)
8% | 0 | COc1cc(OC)cc(-c2nc3ccccc3c(=O)n2NC(=O)c2cccnc2Cl)c1
? | · | Cc1nc2c(C(=O)Nc3ccc(N4CCCC(O)C4)cc3)snc2c(=O)[nH]1 (stereo not given)
? | · | COc1cccc(CC(=O)N2CCC(CCC(=O)Nc3cccc(OC)c3)CC2)c1
? | · | C=C(C)C1CC=C(C)/C(=N/NC(=O)CCCNc2cccc(C)c2)C1 (stereo not given)
? | · | Cc1ccc(Cn2nnc3c(=O)n(CC(=O)c4ccccc4)cnc32)cc1
17% | · | COC(=O)C(Cc1ccc(OC(=O)c2ccccc2C)cc1)N1Cc2ccccc2C1=O (stereo not given)
? | · | COc1ccc(N2C3=[N+](CC2(C)O)c2ccccc2CC3)cc1 (stereo not given)
i | 20 | O=C(COc1cccc2ccccc12)N1CCN(c2ccccn2)CC1
-1% | 0 | C/C(=N/NS(=O)(=O)c1ccc(Cl)cc1)c1cccc(O)c1
? | · | O=C(COC(=O)c1ccccn1)NCc1cccc(Cl)c1
2% | 10 | O=C(CSc1nc2ccccc2s1)NC(=O)NCc1ccco1
18% | 5 | Cc1ccc(C(=O)O)cc1N=Cc1cc(Br)cc(Br)c1O
? | · | O=C(O)CCSc1nnc(SCC(=O)NCC(F)(F)F)s1
-27% | -1 | Cc1cc(S(=O)(=O)Nc2cccnc2)c(Cl)cc1Cl
? | · | Cc1onc(-c2ccccc2Cl)c1C(=O)N1CCCc2ccccc21
? | · | CCOC(=O)c1ccc(NC(=O)CSC2=NN3CCCC(=O)N=C3S2)cc1
? | · | O=C(c1ccco1)N1CCN=C1SCc1ccccc1F
-6% | 2 | C/C(=N\N1CCN(Cc2ccccc2)CC1)c1ccco1
0% | -6 | CSc1nc2ccc(NS(=O)(=O)c3cccc(Cl)c3Cl)cc2s1
? | · | O=C(Nc1cccc2ccccc12)C1CCN(C(=O)NCc2ccccc2)CC1
? | · | CCn1c(=S)[nH]c2cc(Cl)ccc21
? | · | C/C(=N\NC(=O)Cn1nc(C)c(Br)c1C)c1cccs1
i | -11 | Cc1ccc(S(=O)(=O)NC(C(=O)N2CCN(S(=O)(=O)c3cccc(F)c3)CC2)C(C)C)cc1 (stereo not given)
-1% | 11 | O=C(c1cccs1)N1CCN(Cc2ccccn2)CC1
? | · | O=C(Nc1ccccc1-c1ccccc1)c1cnccn1
26µM* | 0.2* | O=C(O)CSc1nnc(-c2ccccc2O)n1Cc1ccccc1
? | · | O=C(CC1(O)C(=O)Nc2ccccc21)c1ccccc1 (stereo not given)
? | · | CC(=O)c1c(C)[nH]c(C(=O)OCC(=O)NCc2ccc(Cl)cc2)c1C
? | · | CCn1c(=O)c(C2=NS(=O)(=O)c3ccccc3N2)c(O)c2ccccc21
? | · | Cc1ccccc1NC(=O)c1sc2nc[nH]c(=O)c2c1C
? | · | Cc1ccc(OCCC(=O)NNC(=O)c2ccccc2F)cc1

# More records:
S3 lipid droplet | S3 lipid droplet cell count max | Molecule
-23% | -5 | O=C(CC1C(=O)NCCN1CC(c1ccccc1)c1ccccc1)NCC1CCOCC1 (stereo not given)
-21% | 27 | CC1CCCC2(C1)NC(=S)N(c1ccccc1)N2 (stereo not given)
1% | 20 | Cc1ccc2oc(=O)c3cnn(CC(=O)Nc4cc(-c5cccc(F)c5)no4)c3c2c1
? | · | Cc1c(Cl)cccc1NC(=S)N1CCN(S(=O)(=O)c2cccs2)CC1
? | · | Cc1nc2cc(Cl)c(Cl)cc2nc1C
10% | 5 | O=C(COc1ccc(Cl)cc1Cl)NC(=O)c1ccccc1
? | · | Cc1cccc(NC(=O)C2CCCN2S(=O)(=O)c2ccc(Cl)cc2)n1 (stereo not given)
8% | 3 | O=C(O)c1cccc(Cn2c(Cl)c(/C=N/NC(=O)c3ccccc3)sc2=O)c1
11% | 8 | O=C(NC1CCCc2ccccc21)c1ccccc1Cl (stereo not given)
2% | 1 | Cc1cc(C)n(-c2ccccc2C#N)n1
? | · | COc1ccc(C(=O)Nc2cccc(/C(C)=N/NC(=O)c3ccc([N+](=O)[O-])c(C)c3)c2)cc1OC
8% | 7 | COc1ccccc1CNC(=O)Cc1cc(=O)[nH]c(=O)[nH]1
? | · | COc1ccc(S(=O)(=O)N2c3ccccc3OCC2C(C)(C)C)cc1 (stereo not given)
? | · | Cc1[nH]n(-c2ccccc2)c(=O)c1N=Nc1ccccc1
? | · | O=C(/C=C/c1ccc(-c2ccccc2[N+](=O)[O-])o1)c1ccccc1
? | · | Cc1ccc(S(=O)(=O)c2nc(-c3ccccc3)oc2N2CCCC2)cc1
2% | -1 | CCOc1[nH]n(-c2ccc(Cl)cc2)c(=O)c1C=Nc1ccc(C)cc1
? | · | Cc1ccc2c(c1)c1ncnc(N3CCOCC3)c1n2C
? | · | CCOC(=O)CSc1nnnn1-c1cc(OC)ccc1OC
? | · | O=C(Nc1ccc(Cl)cc1C(=O)NCC1CCCO1)c1ccco1 (stereo not given)
? | · | CCOc1ccc(Cl)cc1S(=O)(=O)NC1CCCC1
? | · | O=C(COn1nnc2ccc(Cl)cc21)NC12CC3CC(CC(C3)C1)C2
7% | -1 | Cn1c(N)c(S(=O)(=O)N2CCN(c3ccccc3)CC2)c(=O)n(C)c1=O
? | · | CCCn1nnc(NC(=S)NC(=O)/C=C/c2ccc(Cl)cc2)n1
22% | -1 | O=C(NCCO)/C(=C\c1ccc(Br)cc1)NC(=O)c1cccs1
1% | -1 | Cc1ccccc1NC(=O)/C(=C/c1cccs1)NC(=O)c1ccco1
i | 4 | O=C(NCc1cccs1)c1ccc(N2CCCC2=O)cc1
14% | 6 | Cc1noc(C)c1S(=O)(=O)N1CCC(C(=O)N2CCN(c3ccc(F)cc3)CC2)CC1
5% | -15 | COCCN(C(=S)Nc1cccc(OC)c1)C(C)c1cccs1 (stereo not given)
? | · | Cc1ccc(-n2nnnc2SC(C)C(=O)Nc2ccc(Cl)cn2)cc1 (stereo not given)
-7% | -10 | O=C(NCc1ccco1)c1sc2cc(Cl)ccc2c1Cl
-19% | -8 | O=C(CN1CCCCC1)Nc1ccc(Br)cc1[N+](=O)[O-]

# Reformatted: 2 of the compounds above
SMILES,S3 lipid droplet,S3 lipid droplet cell count max
COCCN(C(=S)Nc1cccc(OC)c1)C(C)c1cccs1 (stereo not given),5%,-15
Cc1ccc(-n2nnnc2SC(C)C(=O)Nc2ccc(Cl)cn2)cc1 (stereo not given),?,·

# Filtered by structure, those above containing bromine
S3 lipid droplet | S3 lipid droplet cell count max | Molecule
? | · | O=C(Nc1cc(F)c(Br)cc1F)c1ccc(Cl)cc1
? | · | Cc1cccc(/C=N/NC(=O)c2ccccc2OCc2cccc(Br)c2)n1
18% | 5 | Cc1ccc(C(=O)O)cc1N=Cc1cc(Br)cc(Br)c1O
? | · | C/C(=N\NC(=O)Cn1nc(C)c(Br)c1C)c1cccs1
22% | -1 | O=C(NCCO)/C(=C\c1ccc(Br)cc1)NC(=O)c1cccs1
-19% | -8 | O=C(CN1CCCCC1)Nc1ccc(Br)cc1[N+](=O)[O-]

# The listing continues:
S3 lipid droplet | S3 lipid droplet cell count max | Molecule
5% | 13 | O=C(c1ccc(Cl)cc1)N1CCCC(C(=O)N2CCN(c3ccccc3)CC2)C1 (stereo not given)
? | · | O=C(NCCN1CCOCC1)c1cc2sccc2n1Cc1ccc(F)cc1
17% | -8 | COc1ccc(C(c2c(O)ccc3ccccc23)N2CCOCC2)c(OC)c1 (stereo not given)
? | · | CCN1CCCC1CNC(=O)c1cc2cc(OC)c(OC)cc2[nH]1 (stereo not given)
? | · | CCOc1ccc(NC(=O)c2ccc(N3CC4CC(C3)c3cccc(=O)n3C4)c(NC(=O)c3cccnc3)c2)cc1 (stereo not given)
? | · | CCOc1ccccc1N(CC)C(=O)c1ccc2c(=O)n3c(nc2c1)CCCCC3
? | · | Cc1ccccc1OCC(=O)Nc1ccc2c(c1)OCO2
? | · | FC(F)(F)c1nc(NCC2CCCO2)c2nnn(Cc3ccccc3Cl)c2n1 (stereo not given)
